E coli Lon inh = inhibitors of E. coli Lon protease | purified E. coli Lon protease, fluorescence polarization | inhibition, % at 7.94 µM | 360,000 tested, 0.42% active; in the data active = inhibition above about 13%, passing the limit was not always enough;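 also: 0% = enzyme with probe and DMSO and 100% = no enzyme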
bovine MsrA act = activates bovine MsrA enzyme; purified bovine MsrA, absorbance read-out; activation, % at 10.6 µM; 360,000 tested, 0.3% active; AID 602163; in the data active = activation above about 7.5%;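 also: 0% = vehicle and 100% = reference activator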
Neddyl block = inhibitors of human cullin neddylation; P61081+Q13564; TR-FRET cullin neddylation, biochemical; calls only at 25 µM; 360,000 tested, 0.58% active; in the data active = inhibition above about 36%
CendR NRP1 mod = alters CendR peptide binding to human NRP-1; O14786; FAM-RPARPAR peptide binding to NRP-1, fluorescence polarization; inhibition, % at 25 µM; 360,000 tested, 0.85% active;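 active = inhibition or corrected inhibition above about 18%, plus a signal ratio from 0.5 to 1.5, limit read from the data, passing the limit was not always enough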; also: strong numbers were not always called active
Rin1-Abl PPI inh = inhibitors of human Rin1-Abl protein interaction; AID 588664; inhibition, % at 7.35 µM; 360,000 tested, 0.4% active; P00519+Q13671; TR-FRET Rin1/Abl binding, biochemical; in the data active = inhibition above about 5%, passing the limit was not always enough
Target sequence (P00519 whole entry, looked up): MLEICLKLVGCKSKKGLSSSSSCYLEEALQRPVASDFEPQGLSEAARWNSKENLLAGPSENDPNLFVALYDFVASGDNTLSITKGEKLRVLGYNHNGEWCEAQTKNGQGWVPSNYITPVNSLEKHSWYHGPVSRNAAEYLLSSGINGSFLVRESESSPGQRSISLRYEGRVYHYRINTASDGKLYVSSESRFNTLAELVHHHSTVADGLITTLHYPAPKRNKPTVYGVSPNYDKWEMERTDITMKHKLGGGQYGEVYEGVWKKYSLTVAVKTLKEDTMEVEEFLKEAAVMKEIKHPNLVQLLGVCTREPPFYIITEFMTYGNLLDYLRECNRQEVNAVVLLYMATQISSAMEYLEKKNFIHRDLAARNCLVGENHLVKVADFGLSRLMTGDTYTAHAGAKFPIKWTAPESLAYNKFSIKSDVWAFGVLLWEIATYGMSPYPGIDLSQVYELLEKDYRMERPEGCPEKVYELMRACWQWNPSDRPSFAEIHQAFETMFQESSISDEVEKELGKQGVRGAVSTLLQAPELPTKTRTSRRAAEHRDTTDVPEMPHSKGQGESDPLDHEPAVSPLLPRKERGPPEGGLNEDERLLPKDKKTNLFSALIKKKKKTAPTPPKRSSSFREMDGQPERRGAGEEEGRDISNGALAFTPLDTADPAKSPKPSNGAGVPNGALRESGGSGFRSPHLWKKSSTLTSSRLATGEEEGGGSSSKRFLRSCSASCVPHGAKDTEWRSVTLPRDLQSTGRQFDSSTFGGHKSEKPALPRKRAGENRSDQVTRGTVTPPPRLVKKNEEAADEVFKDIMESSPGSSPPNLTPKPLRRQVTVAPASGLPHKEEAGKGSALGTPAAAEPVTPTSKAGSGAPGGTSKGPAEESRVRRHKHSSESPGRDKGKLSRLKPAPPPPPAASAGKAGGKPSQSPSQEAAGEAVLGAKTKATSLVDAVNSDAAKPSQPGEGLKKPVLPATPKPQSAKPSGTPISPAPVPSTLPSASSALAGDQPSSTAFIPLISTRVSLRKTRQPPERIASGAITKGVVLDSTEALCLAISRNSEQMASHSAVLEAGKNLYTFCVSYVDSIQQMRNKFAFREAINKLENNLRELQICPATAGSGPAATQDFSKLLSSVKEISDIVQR
Target sequence (Q13671 whole entry, looked up): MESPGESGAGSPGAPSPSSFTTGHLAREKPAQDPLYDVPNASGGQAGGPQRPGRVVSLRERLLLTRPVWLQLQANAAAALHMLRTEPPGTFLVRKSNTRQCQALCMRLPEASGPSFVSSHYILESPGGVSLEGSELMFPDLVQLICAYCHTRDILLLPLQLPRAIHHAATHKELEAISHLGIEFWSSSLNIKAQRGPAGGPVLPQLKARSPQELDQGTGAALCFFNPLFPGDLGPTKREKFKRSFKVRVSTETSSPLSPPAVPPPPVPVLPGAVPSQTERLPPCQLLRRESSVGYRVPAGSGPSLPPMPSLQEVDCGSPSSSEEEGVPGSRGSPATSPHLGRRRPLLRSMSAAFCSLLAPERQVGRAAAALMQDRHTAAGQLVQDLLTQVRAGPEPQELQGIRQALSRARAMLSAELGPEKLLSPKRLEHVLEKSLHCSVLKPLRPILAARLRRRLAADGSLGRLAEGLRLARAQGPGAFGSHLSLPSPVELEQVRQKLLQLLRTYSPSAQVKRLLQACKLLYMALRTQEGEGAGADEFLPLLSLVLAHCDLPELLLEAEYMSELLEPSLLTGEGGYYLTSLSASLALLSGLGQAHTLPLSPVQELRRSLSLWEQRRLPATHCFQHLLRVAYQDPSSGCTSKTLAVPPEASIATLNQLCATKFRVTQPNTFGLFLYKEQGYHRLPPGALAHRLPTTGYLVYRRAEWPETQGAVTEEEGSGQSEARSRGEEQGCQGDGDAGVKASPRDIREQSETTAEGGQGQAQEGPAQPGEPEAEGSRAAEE
PABP1 MLLE inh = blocks PAM2 peptide binding to the PABP1 MLLE domain. AID 588489. P11940. 360,000 tested, 0.36% active. inhibition, % at 20 µM. GST-MLLE / FITC-PAM2 fluorescence polarization; in the data active = inhibition above about 35%, passing the limit was not always enough;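 also: plate controls were DMSO wells with GST-MLLE for no effect and wells lacking GST-MLLE protein for full effect; some results filed as inactive read as strong as hits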
FAS TE block = inhibitors of human fatty acid synthase thioesterase domain | P49327 | recombinant FAS-TE, OMFH fluorogenic substrate, fluorescence endpoint | inhibition, % at 15 µM | 360,000 tested, 0.67% active | AID 602261;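 active = compounds whose normalised, plate-corrected inhibition of enzyme fluorescence in the single-dose primary screen is 50% or more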;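 also: 0% = DMSO with enzyme and 100% = substrate without enzyme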
MT1-MMP act inh = blocks activation of human MT1-MMP. P50281. HT1080 RFP-PRO-GFP cells, GFP/RFP ratio fluorescence, overnight; percent of plate control window, DMSO zero. GFP/RFP ratio change, % at 20 µM. 360,000 tested, 0.061% active;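 active = GFP/RFP ratio change of at least 30% with cell ATP level not reduced by more than half and red fluorescence within 50% of control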; also: strong numbers were not always called active
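Material: RFP-PRO-GFP reporter HT1080 cells. Dosing: single-point 20 µM compound, 1% DMSO. Controls: DMSO and RFP-L50D-GFP cell wells. Timing: cells overnight before dosing, compound overnight, 37 °C, 5% CO2. Measure: GFP/RFP fluorescence ratio.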
SKN-1 block = blocks SKN-1 activity in C. elegans; 360,000 tested, 0.49% active; inhibition, % at 21.8 µM; C. elegans VP596 Pgst-4::GFP/RFP ratio, acrylamide-induced, 24 h;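 active = interference check ratio from 0.5 to 1.5 plus GFP to RFP signal ratio inhibition reaching or exceeding a fixed threshold, cut at about 30% in these data, passing the limit was not always enough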; also: some compounds called inactive have numbers as strong as hits
Active calls of the source: *; i = inactive; x = not tested or not shown; + = active, no number.

SMILES | E coli Lon inh | bovine MsrA act | Neddyl block | CendR NRP1 mod | Rin1-Abl PPI inh | PABP1 MLLE inh | FAS TE block | MT1-MMP act inh | SKN-1 block
CC(=O)Nc1ccc(S(=O)(=O)Nc2nc3ccccc3nc2Nc2ccc(O)c(C(=O)O)c2)cc1 | -120 | -10 | i | -117 | 3 | -54 | -14 | -12 | -3
Cc1cccn2c(=O)c3cc(C(=O)NC4CCCCC4)c(=N)n(CCN4CCOCC4)c3nc12 | 4 | -6 | x | -6 | -7 | 11 | 0 | 3 | -8
Cc1ccc(NC(=O)c2scc3c2CCCC3)cc1 | -2 | -1 | i | -1 | -2 | 2 | -10 | -1 | 18
Cc1ccc(C(=O)c2ccccc2C(=O)OCC(=O)N2C(C)CCCC2C)cc1 (centres undefined) | -6 | 0 | i | -5 | 1 | 10 | 9 | -1 | 3
CN(Cc1ccc(F)cc1)Cc1nc(-c2cnccn2)no1 | -4 | -3 | i | -4 | -3 | 5 | -3 | 1 | 9
Cc1nnc2sc(-c3cccc(F)c3)nn2c1=O | -4 | -4 | i | 4 | -4 | -6 | -1 | 4 | 11
CC(C)C(=O)Nc1ccc(N2CCCC2)c(Cl)c1 | 7 | -1 | i | -11 | 2 | -5 | 0 | 1 | -2
Cc1ccc(CNC(=O)C2CCC(=O)N(CCc3cccc(F)c3)C2)s1 (centres undefined) | -19 | -3 | i | 8 | -1 | 1 | 4 | 0 | -5
Cn1c2ccccc2c(=O)c2c(=O)n(Cc3ccco3)c(COc3ccccc3)nc21 | -16 | -17 | i | -76 | 0 | -15 | 4 | x | 15
NC(CCc1ccccc1)c1csc(Nc2ccc(C(=O)NCCO)cc2)n1 (centres undefined) | -29 | 0 | i | -12 | 1 | -11 | 0 | 13 | -6

Fetched one by one from above:
SMILES | E coli Lon inh | bovine MsrA act | Neddyl block | CendR NRP1 mod | Rin1-Abl PPI inh | PABP1 MLLE inh | FAS TE block | MT1-MMP act inh | SKN-1 block
Cc1ccc(CNC(=O)C2CCC(=O)N(CCc3cccc(F)c3)C2)s1 (centres undefined) | -19 | -3 | i | 8 | -1 | 1 | 4 | 0 | -5
CN(Cc1ccc(F)cc1)Cc1nc(-c2cnccn2)no1 | -4 | -3 | i | -4 | -3 | 5 | -3 | 1 | 9
Cc1nnc2sc(-c3cccc(F)c3)nn2c1=O | -4 | -4 | i | 4 | -4 | -6 | -1 | 4 | 11
Cc1ccc(NC(=O)c2scc3c2CCCC3)cc1 | -2 | -1 | i | -1 | -2 | 2 | -10 | -1 | 18

Further records:
SMILES | E coli Lon inh | bovine MsrA act | Neddyl block | CendR NRP1 mod | Rin1-Abl PPI inh | PABP1 MLLE inh | FAS TE block | MT1-MMP act inh | SKN-1 block
CC1=NN(/C(=N\c2nnc(C)s2)Nc2ccccc2)[C@H](c2ccc(C)cc2)S1 | -1 | 0 | i | 7 | -3 | 2 | 3 | -1 | 20
COc1ccc(-c2nnc(SCCC(=O)O)n2-c2ccccc2)cc1 | -1 | -2 | i | 0 | -1 | -21 | -9 | 2 | -9
CCn1c(SCC(=O)c2ccccc2)nnc1-c1cc2cc(Br)ccc2o1 | -10 | -3 | i | -3 | -2 | -148 | 13 | 2 | -5
O=C(CCc1ccccc1)NCC1(c2ccccc2)CCCC1 | 1 | -9 | i | 0 | -3 | 2 | 4 | -7 | -16
COc1cc(C2Nc3ccc4ncccc4c3C3=C2C(=O)CCC3)ccc1O (centres undefined) | 10 | -9 | i | 1 | -1 | 13 | -11 | -5 | 24
CC1CCC(C(C)C)C(OC(=O)Cn2c(-c3ccc(Cl)cc3)[n+](C)c3ccccc32)C1 (centres undefined) | -3 | -7 | i | 4 | -1 | 14 | 3 | -14 | -20
COc1ccc(NC(=O)c2ccc(C)cc2Cl)c([N+](=O)[O-])c1 | -11 | -3 | i | -2 | -4 | -4 | 2 | 24 | 15
Cc1cc(NC(=O)c2cc3cc([N+](=O)[O-])ccc3s2)no1 | 2 | -4 | i | 1 | 0 | 12 | 0 | 3 | 19
Cc1ccc(Cn2c(=N)c(C(=O)NCCN3CCOCC3)cc3c(=O)n4ccccc4nc32)cc1 | -11 | -3 | + | -8 | -2 | -12 | 1 | 4 | 6
COc1ccccc1OCC(=O)Nc1ccc(S(=O)(=O)Nc2onc(C)c2C)cc1 | 9 | 0 | i | 3 | 4 | 3 | -6 | -1 | 0
COc1ccc(C2CC(c3cccs3)=NN2C(=O)CCCC(=O)O)cc1OC (centres undefined) | -3 | -3 | i | 11 | -2 | -3 | -7 | 4 | -1
COc1ccc(NC(=O)CSc2nc3ccsc3c(=O)n2CCC(=O)O)c(OC)c1 | 1 | 0 | i | -15 | 2 | -28 | -8 | 2 | 17
O=C(Nc1ccc(Br)cc1Cl)c1ccc(OCC2CCCO2)cc1 (centres undefined) | 10 | -11 | i | -3 | 4 | 4 | 21 | 0 | 2
CCOC(=O)c1[nH]c(C)c(/C(O)=C2\C(=O)C(=O)N(CCN(C)C)C2c2ccc(C)o2)c1C (centres undefined) | -5 | -3 | i | -15 | -3 | 1 | -6 | -5 | 17
COc1ccccc1N=C(C)C1=C(O)CSC1=O | -16 | -6 | i | 11 | -3 | 20 | -4 | -1 | -10
Oc1ccc(C=Nc2ccc(N3CCOCC3)cc2)c(O)c1 | -10 | -5 | i | -24 | 0 | -35 | -6 | 0 | -4
CCOC(=O)C(=C1Nc2ccccc2N1)n1c(-c2cccnc2)nc2ccccc21 | -7 | -3 | i | -4 | x | x | -13 | 3 | -11
CCOC(=O)[C@H]1[C@H]2COc3cc(OC)ccc3[C@@H]2N2C(=O)c3cc(C)ccc3NC(=O)[C@@]12C | 1 | -5 | i | 6 | 3 | 2 | 3 | 0 | -8
CC(C(=O)NCc1ccco1)n1cc([N+](=O)[O-])cn1 (centres undefined) | -5 | -3 | i | 8 | -2 | -3 | -5 | 3 | -4
Cc1cccc(C)c1NC(=O)CNC(=O)C1CCCN(C(=O)c2ccc(Cl)cc2)C1 (centres undefined) | -10 | -3 | i | -6 | 2 | 5 | -6 | 1 | -22
NC(=O)c1ccsc1NC(=O)CCS(=O)(=O)c1ccccc1 | -4 | -1 | i | 0 | -3 | 3 | -4 | -2 | 10
N=C(N)n1c(N)nc2ccccc2c1=O | -3 | -3 | x | 4 | 0 | 0 | -1 | 4 | 10
Cc1ccc(C)c(N(C)S(=O)(=O)c2ccc3c(c2)oc(=O)n3C)c1 | 1 | -2 | i | 5 | 3 | -8 | 6 | 2 | 0
Cc1ccc(OCCn2cncn2)c([N+](=O)[O-])c1 | -5 | -4 | i | -14 | 0 | -12 | -6 | 1 | 8
Cc1ccc(C)c(NC(=O)C(OC(=O)c2cc[n+]([O-])cc2)c2ccccc2)c1 (centres undefined) | 0 | 3 | i | 2 | 3 | -1 | -1 | -3 | 10
COCC(C)NCC(=O)NC(C)CCc1ccccc1 (centres undefined) | 0 | -5 | i | -4 | 0 | -12 | -22 | -1 | -1
Cc1nnc(SCC(=O)NC2CCC(C)CC2)s1 (centres undefined) | 2 | -9 | i | 14 | 0 | -5 | -7 | 4 | -6
Cc1nc2ccccc2c(=O)n1-c1cccc(NS(=O)(=O)c2ccccc2)c1 | 6 | -3 | i | 7 | 5 | 4 | -2 | 1 | 17
Cc1cc(C(=O)CN2C(=O)NC(C)(c3cccc(Br)c3)C2=O)c(C)n1Cc1ccco1 (centres undefined) | -6 | -9 | i | 5 | 2 | 8 | 19 | -3 | -6
Fc1ccc(NC(=S)NCc2cccnc2)cc1 | 0 | -2 | i | -10 | -1 | 7 | -1 | 3 | 0
CCOc1ccc(CNc2ncnc(N)n2)cc1 | 1 | 2 | i | -7 | 5 | -2 | -5 | 1 | -27
O=C(CC(=O)N/N=C/c1ccccc1O)NCc1cccnc1 | -2 | -6 | x | -8 | -3 | 9 | -7 | 5 | -5
O=C(NCCc1ccc(Cl)cc1)c1cc(S(=O)(=O)N2CCCCC2)c[nH]1 | -5 | 1 | i | -6 | 4 | 0 | 6 | 3 | -8
Cc1oc2c(C)c3oc(=O)c(CC(=O)N[C@@H](CC(C)C)C(=O)N[C@@H](Cc4ccccc4)C(=O)O)c(C)c3cc2c1C | -6 | -1 | i | -64 | -1 | -13 | -21 | 8 | 7
O=C1NC(=Nc2cccnc2)S/C1=C\c1cccc(F)c1 | -61 | -5 | i | -81 | 3 | -55 | -4 | -23 | 6
Cc1ccc(CNC(=O)c2cncc(Br)c2)cc1 | -4 | -3 | i | 10 | 0 | 8 | -1 | -4 | 8
O=C(CN(Cc1ccccc1)C(=O)CNS(=O)(=O)c1ccc(Cl)cc1)NCC1CCCO1 (centres undefined) | 6 | -3 | i | -7 | 0 | -5 | -1 | 0 | 10
CN1CCN(C(=O)C2Cc3c(-c4ccc5c(c4)OCO5)ccnc3O2)CC1 (centres undefined) | 11 | -1 | x | 4 | -2 | 9 | -10 | 2 | -4
O=C1NNC(c2ccccc2)=N/C1=C\c1ccc(Cl)cc1 | -11 | 2 | i | 17 | -1 | 19 | 4 | 3 | 1
O=S(=O)(NCC1CCCN(Cc2ccccc2O)C1)c1cccc2cccnc12 (centres undefined) | 11 | -1 | i | 7 | 5 | 0 | -7 | -5 | 3
S=C(NCCc1ccccc1)N1CCC2CC1c1c(Cl)cccc12 (centres undefined) | -1 | -2 | i | -3 | 1 | -122 | 25 | -1 | -1
Cc1cc(S(=O)(=O)N2CCc3ccccc3C2)ccc1F | -5 | -3 | i | -3 | 2 | 6 | 2 | 0 | -9
COc1cc(CNc2ccc(N3CCN(C(C)=O)CC3)cc2)ccc1OCc1ccccc1 | 4 | 0 | i | 0 | -6 | 8 | 4 | -3 | 4
O=C(C1CCCN(S(=O)(=O)c2cccs2)C1)N1CCC(N2CCCCC2)CC1 (centres undefined) | -9 | 1 | i | -15 | -1 | -17 | -3 | 1 | 12
Cc1nc2c(sc(=S)n2Cc2ccco2)c(=O)n1CC(=O)Nc1ccc(F)cc1 | -3 | -1 | i | -26 | 3 | 6 | 10 | 6 | 4
CCNC(=O)c1c(NC(C)=O)sc2c1CCCC2 | 11 | 3 | i | 2 | -5 | -2 | -6 | -2 | 17
CCOc1ccc(CN(C)c2nc(-c3cccnc3)nc3ccccc23)cc1OC | 4 | -10 | i | 9 | -1 | 6 | 16 | 1 | 0
CCOc1ccc(-n2c(=O)c3sccc3n(Cc3ccc(C)cc3)c2=O)cc1 | -5 | -2 | i | 0 | -3 | 4 | 8 | -2 | -3
CCN(c1ccc(NC(=O)COC(=O)/C=C/c2cccs2)cc1)C(C)C | 4 | -2 | i | -11 | 0 | 14 | 14 | 4 | 8
O=C(NCCOc1ccccc1)c1ccccc1[N+](=O)[O-] | -6 | -6 | i | 15 | 2 | 8 | -5 | 1 | -6
Following part.
SMILES | E coli Lon inh | bovine MsrA act | Neddyl block | CendR NRP1 mod | Rin1-Abl PPI inh | PABP1 MLLE inh | FAS TE block | MT1-MMP act inh | SKN-1 block
CC1CCCN(C(=O)c2cn(-c3ccccc3)nc2-c2cccnc2)C1 (centres undefined) | -3 | 0 | i | -2 | 0 | 3 | -2 | -6 | 3
CCOC(=O)n1c(=O)n(Cc2c(Cl)cccc2Cl)c2ccccc21 | -8 | 5 | i | -11 | -1 | -5 | 10 | 5 | -3
CSc1nnc(-c2ccco2)n1-c1ccccc1 | -8 | -2 | i | 3 | -3 | -27 | -3 | 0 | 17
CCOc1ccc2oc(C(=O)OCC(=O)NCC3CCCO3)c(C)c2c1 (centres undefined) | -15 | -3 | x | 2 | -4 | 0 | -1 | 2 | 1
CCCNC(=O)C1(C)CCN(CCOc2ccc(Cl)cc2)C1 (centres undefined) | 0 | 1 | i | 8 | 0 | -15 | -7 | 0 | 3
CC1(C)NC(=O)N(CCSc2ccc(Cl)cc2)C1=O | 4 | 0 | i | -3 | -3 | 6 | -3 | 2 | 8

Bioassay records: PubChem BioAssay, several laboratories
